High-throughput results (PubChem)
PGC1a acetyl inh = lowers PGC1a acetylation signal in U2OS cells; AlphaScreen anti-acetyl-lysine; with virally co-expressed GCN5 acetyltransferase; inhibition, % at 15.6 µM; hit rate 0.17% among 350,000;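 active means every replicate shows inhibition of at least 40%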;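 further: 0% = neutral control wells and 100% = positive control wells; some results beyond the cut were filed as inactive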
SIRT5 block = inhibitors of human sirtuin-5 desuccinylase; Purified SirT5, succinyl-peptide AMC, trypsin-coupled fluorescence; Q9NXA8; AID 652115; hit rate 1.1% among 330,000; inhibition, % at 15 µM; in the data active means inhibition above about 15%
C2C12 statin = protects C2C12 myotubes from simvastatin toxicity | ATP luminescence, 48 h; scaled: DMSO 0, geranylgeraniol control 100 | AID 602340 | rescue of ATP level, % at 7.49 µM | hit rate 0.78% among 330,000;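 active means mean ATP rescue above about 67%, or every replicate alone reaching that limit, limit read from the data, passing the limit was not always enough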;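 further: myotubes were challenged with 10 µM simvastatin during compound exposure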
S100A4 MyoIIA = S100A4-myosin IIA interaction inhibition. S100A4/TAMRA-MyoIIA peptide fluorescence polarization. P26447. inhibition, % at 10.7 µM. hit rate 0.14% among 360,000;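 active means mean inhibition of at least 70% across replicates, with every replicate also reaching that level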
Target sequence (P26447 whole entry, looked up): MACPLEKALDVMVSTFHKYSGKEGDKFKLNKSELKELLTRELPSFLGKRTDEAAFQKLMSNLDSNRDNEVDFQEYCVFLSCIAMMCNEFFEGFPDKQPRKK
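assay system = human S100A4 monomer with TAMRA-labelled myosin IIA peptide | also added = labelled myosin peptide probe, 5 nM | incubation = 5 min between mix addition and reading | control set = DMSO and TFP controls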
Xi reactivation = X-chromosome reactivation activator; activation, % at 7.58 µM; XiGFP mouse fibroblasts, % GFP-positive cells imaging, 3 d; cells co-treated with 5-aza-dC sensitizer; scaled so ellipticine positive control = 100%; hit rate 0.055% among 360,000;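 active means mean normalized replicate activation at least 10% and every replicate at or above 10%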;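 further: 0% = median of on-plate neutral control wells and 100% = ellipticine 6 µM median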
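Assay system – SV40-immortalized XiGFP fibroblast cells, line 68-5-11 · Buffer or medium – DMEM supplemented with 5-aza-dC as sensitizing agent · Dosing – one concentration, pinned · Benchmarks – positive control ellipticine, 6 µM final · Times – 3 days compound exposure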
Cneo AK release = causes C. neoformans cell lysis | adenylate kinase release luminescence, 4 h; normalised: neutral wells 0, clomiphene wells 100 | lysis activity, % at 15 µM | hit rate 0.2% among 360,000;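 active means mean lysis activity across replicates of at least 80%, whatever share of replicates individually reach that level; inactive means mean lysis activity below 80%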
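Material: C. neoformans cells | Amount: Yeast cell density of 5 × 10^6 cells/mL | Medium: Fresh YPD growth medium | Dosing: Single dose | Times: Static 4 h at 37 °C with compound, 1 h detection | Detection: AK luminescence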
ERAP1 HTS inh = ERAP1 (human) enzyme inhibition; inhibition, % at 10.7 µM; recombinant ERAP1, Leu-AMC fluorescence, 60 min; hit rate 0.15% among 340,000; Q9NZ08;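 active means mean replicate inhibition of at least 30%, or all replicates individually reaching that 30% level; inactive means mean below 30% and not every replicate reaching it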;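 further: 0% = neutral control wells and 100% = L-leucinethiol positive control wells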
Target sequence (Q9NZ08 whole entry, looked up): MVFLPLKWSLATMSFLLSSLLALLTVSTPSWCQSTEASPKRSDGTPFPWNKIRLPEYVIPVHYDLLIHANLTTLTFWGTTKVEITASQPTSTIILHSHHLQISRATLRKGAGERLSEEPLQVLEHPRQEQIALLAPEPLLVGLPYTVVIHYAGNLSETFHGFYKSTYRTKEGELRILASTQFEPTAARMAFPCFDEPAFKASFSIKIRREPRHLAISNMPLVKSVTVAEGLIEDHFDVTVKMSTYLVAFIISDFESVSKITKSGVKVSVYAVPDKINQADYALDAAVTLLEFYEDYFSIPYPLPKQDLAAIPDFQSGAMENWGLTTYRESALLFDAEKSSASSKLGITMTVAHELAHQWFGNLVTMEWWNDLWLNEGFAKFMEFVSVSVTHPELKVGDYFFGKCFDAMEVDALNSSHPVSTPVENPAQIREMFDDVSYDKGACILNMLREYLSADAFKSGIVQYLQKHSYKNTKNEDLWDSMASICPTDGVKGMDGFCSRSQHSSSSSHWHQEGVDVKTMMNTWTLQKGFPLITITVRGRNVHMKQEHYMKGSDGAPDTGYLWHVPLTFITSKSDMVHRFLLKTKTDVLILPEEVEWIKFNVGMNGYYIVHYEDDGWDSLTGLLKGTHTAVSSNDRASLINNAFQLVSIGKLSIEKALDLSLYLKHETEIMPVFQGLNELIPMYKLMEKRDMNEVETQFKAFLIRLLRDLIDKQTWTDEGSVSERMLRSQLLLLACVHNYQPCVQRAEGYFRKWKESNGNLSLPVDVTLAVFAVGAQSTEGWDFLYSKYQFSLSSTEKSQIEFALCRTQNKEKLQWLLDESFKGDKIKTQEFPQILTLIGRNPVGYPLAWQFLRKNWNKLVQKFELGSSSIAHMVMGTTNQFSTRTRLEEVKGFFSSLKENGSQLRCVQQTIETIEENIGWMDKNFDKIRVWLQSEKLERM
LGR2 inh = blocks bursicon-induced cAMP signaling via Drosophila LGR2. HEK293 LGR2, CRE-luciferase, bursicon-stimulated, 4 h. inhibition, % at 9.99 µM. hit rate 0.35% among 380,000. AID 720647;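 active means drop in luminescence signal, shown as inhibition above about 50% in the replicate tests, limit read from the data, passing the limit was not always enough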;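 further: agonist challenge used bursicon conditioned medium at about half maximal strength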
* = called active by the depositor; / = not tested or not shown; & = joins results of further samples. Some of the compounds tested; the hit share may differ from the screen's.

SMILES	PGC1a acetyl inh	SIRT5 block	C2C12 statin	S100A4 MyoIIA	Xi reactivation	Cneo AK release	ERAP1 HTS inh	LGR2 inh
CO[C@@H]1CN(C)C(=O)c2ccc(NC(C)=O)cc2OC[C@@H](C)N(Cc2ccc(-c3ccccn3)cc2)C[C@H]1C	-14	6	9	-4	-0.1	1	-2	-15
COc1ccc(S(=O)(=O)N(C)C[C@H]2OCCCC[C@H](C)Oc3ccc(NC(=O)Nc4c(C)noc4C)cc3C(=O)N([C@@H](C)CO)C[C@@H]2C)cc1	-7	1	-167	-13	0.3	2	0	1
CC(C)NC(=O)N1[C@H](CO)[C@H](c2ccccc2-c2ccc(F)cc2)[C@@H]1C#N	-14	2	/	-3	0.1	/	0	18
O=C(N[C@@H](Cc1ccccc1)C(=O)OCc1ccccc1)c1ccco1	6	-6	-7	-4	0.0	-1	-3	-4
C[C@H]1CN([C@@H](C)CO)C(=O)Cc2cc(NC(=O)CCC(F)(F)F)ccc2O[C@@H]1CN(C)Cc1ccc(C(F)(F)F)cc1	1	0	11	52	-0.1	2	2	13
COCCNC(=O)C[C@@H]1CC[C@@H]2[C@H](COC[C@H](O)CN2C(=O)Nc2ccccc2OC)O1	-2	3	-31	9	0.8	-1	2	2
Nc1ncc2c(n1)-c1ccccc1CC2	30	-9	-5	11	0.0	14	9	-3
Cc1cn([C@H]2C[C@H](O)[C@@H](CNC(=O)CNC(=O)CN)O2)c(=O)[nH]c1=O	9	-2	12	-2	0.4	1	-1	-37
CC(C)(O)C#Cc1ccc(CN2CCN(Cc3ccccc3)C(CCO)C2)cc1 (stereo not drawn)	2	-2	4	-2	0.1	1	3	/
COC(=O)c1ccccc1C(=O)c1cccc2ccccc12	-16	-11	4	-1	0.1	-3	-2	-3
CO[C@H]1CN(C)C(=O)c2cc(NC(=O)CC(F)(F)F)ccc2OC[C@@H](C)N(C(=O)C2CCOCC2)C[C@H]1C	6	-1	/	-23	0.0	/	-1	5
O=C(NNC(=O)c1ccco1)c1cccc(Br)c1	-3	0	4	-3	0.1	-4	0	6
CCCCc1nnc(NC(=O)C2CC(=O)N(c3ccc4c(c3)OCCO4)C2)s1 (stereo not drawn)	/	0	/	16	0.0	/	-5	6
O=C(CSc1n[nH]c(-c2ccccc2)n1)NC(=O)NCc1ccco1	-5	-4	13	-4	/	2	11	-7
CCN1C(=NCC(C)C)N[C@@H](c2cccc(F)c2)C(C(=O)OC)=C1C	2	/	-17	-2	0.0	2	1	-6
CCCCCCC(=O)NC1CCCCN(C)C1=O (stereo not drawn)	/	/	/	12	0.3	/	-2	1
CC(NC(=O)c1ccc(S(=O)(=O)Nc2ccccc2Cl)cc1)c1ccncc1 (stereo not drawn)	10	-3	10	-4	-0.1	-2	2	5
C/C=C/c1ccc2c(c1)O[C@@H](CN(C)C(=O)C1CCCCC1)[C@H](C)CN([C@@H](C)CO)S2(=O)=O	-8	3	3	4	-1.1	-7	/	-5
Clc1ccc(CN2CCN(c3ccccc3)CC2)cn1	-16	1	16	-23	-0.1	3	-4	-2
CN(C)CC#Cc1ccc([C@H]2[C@@H](CO)N3C(=O)CN(C(=O)Cc4ccccc4)C[C@@H]23)cc1	4	0	/	0	0.1	/	/	1

The final 2 compounds of the part above come first, to join the parts.
SMILES	PGC1a acetyl inh	SIRT5 block	C2C12 statin	S100A4 MyoIIA	Xi reactivation	Cneo AK release	ERAP1 HTS inh	LGR2 inh
Clc1ccc(CN2CCN(c3ccccc3)CC2)cn1	-16	1	16	-23	-0.1	3	-4	-2
CN(C)CC#Cc1ccc([C@H]2[C@@H](CO)N3C(=O)CN(C(=O)Cc4ccccc4)C[C@@H]23)cc1	4	0	/	0	0.1	/	/	1
NS(=O)(=O)c1ccc(CCNC(=O)c2ccc3c(c2)N(Cc2ccccc2)CCS3)cc1	7	-2	-3	1	0.0	-4	3	12
COc1ccc(-c2csc(C(C)(O)c3ccc(F)c(F)c3)n2)cc1OC (stereo not drawn)	0	-3	8	-5	0.1	-1	5	-27
COc1cccc(C(=O)OC(C)C(=O)Nc2ccc3c(c2)OCO3)c1 (stereo not drawn)	/	0	20	-2	0.0	1	3	6
Cc1ccsc1C(=O)NNC(=O)c1ccncc1	/	2	-2	-1	-0.1	/	-1	-6
O=C(COC(=O)C1CC2C=CC1C2)NCCc1ccccc1 (stereo not drawn)	3	3	4	-6	-0.1	-3	-2	-8
CCOc1ccc(C(C(=O)NC2CCCCC2)N(C(=O)c2csnn2)C2CC2)cc1 (stereo not drawn)	0	3	4	-3	0.3	-3	-2	-9
COC(=O)C[C@H]1CC[C@@H]2[C@H](COc3ccc(NS(=O)(=O)c4ccc(C)cc4)cc3C(=O)N2C)O1	-8	1	-7	7	0.0	-2	-2	18
C[C@H](CO)N1C[C@H](C)[C@H](CN(C)S(=O)(=O)c2ccccc2)Oc2c(NS(C)(=O)=O)cccc2C1=O	5	0	0	1&-1	0.0&0.0	41&-2	0	-5&-5
COc1cc(C(=O)Nc2ccc(C(=O)c3cccs3)cc2)cc(OC)c1OC	4	-2	-15	-2	0.0	7	1	3
Cc1ccc(S(=O)(=O)N2CCN(c3cc4c(cc3[N+](=O)[O-])n(C)c(=O)n4C)CC2)cc1	-16	0	-36	-2	/	0	2	9
Cc1ccc(S(=O)c2ccc(NC(=O)C3CC3)cc2C#N)cc1 (stereo not drawn)	-1	-7	/	8	0.0	/	2	25
CC(=O)Nc1ccc(C(=O)N2CC(=O)NC(=O)C2)cc1	-2	3	2	-6	-0.1	-2	/	-11
CC1(C)NC(=O)N(CC(=O)OCC(=O)Nc2sccc2C#N)C1=O	5	0	/	-5	-0.1	/	2	-4
O=C(NCc1ccccc1)c1cc(C2CCCCN2S(=O)(=O)c2cccc3cccnc23)on1 (stereo not drawn)	-25	0	17	1	-0.1	0	2	19
CC(=O)Nc1ccc(S(=O)(=O)NCCCN2CCOCC2)cc1	/	1	0	5	0.1	/	-3	-1
C/C(=N\NC(=S)Nc1ccccc1C)C1Cc2ccccc2C(=O)O1 (stereo not drawn)	1	-4	-2	-5	0.1	0	-2	27
CCCCn1c(N)c(N(CCOC)C(=O)COC(=O)c2cc(CCC)c(C)s2)c(=O)[nH]c1=O	17	-3	4	0	0.1	/	13	-3
CC=Cc1ccc2n(c1=O)C[C@@H]1[C@@H](CO)[C@H](C(=O)Nc3ccc(-c4ccccc4)cc3)N(C(=O)CC)[C@H]21 (mixture of isomers)	-8	-1	2	6	-0.1	-2	8	6
Cc1c(NC(=O)C(C)OC(=O)COc2ccc(C#N)cc2)c(=O)n(-c2ccccc2)n1C (stereo not drawn)	/	-5	/	1	-0.1	/	-4	16
Cc1ccc(S(=O)(=O)Nc2cccc3c2O[C@@H](CN(C)C(=O)Nc2ccc4c(c2)OCO4)[C@H](C)CN([C@H](C)CO)C3=O)cc1	15	-3	20	-4	0.4	1	0	-3
O=C(Cn1c(=O)oc2ccccc21)Nc1ccc(F)cc1	-13	-1	-1	-6	0.0	0	4	24
CCC(Cc1ccccc1)NC(=O)Cn1cccc1C(=O)c1ccccc1 (stereo not drawn)	10	-2	9	6	0.0	1	-2	8
CN(CC(=O)Nc1ccc(Cl)c(Cl)c1)C(=O)CNC(=O)C1CCCCC1	14	-1	14	-5	0.2	0	0	11
COc1cc2[nH]c(=S)n(NC(=O)CC(C)C)c(=O)c2cc1OC	-7	/	42	/	/	-2	/	12
O=S(=O)(NC1=NCCCCC1)c1ccc2sc(NS(=O)(=O)c3ccc4ccccc4c3)nc2c1	-12	-7	43	4	0.4	5	-1	-3
COc1ccc(NCc2nnc(SCC(=O)Nc3ccc(OC)cc3OC)o2)cc1	/	-2	/	-2	0.0	/	4	/
CN1C[C@H](O)COC[C@@H]2O[C@@H](CC(=O)NC3CCC3)CC[C@H]21	2	0	0	-2	0.1	3	-1	-5
CCCNC(=O)N1CC2(CN(C)C2)c2c(n(C)c3cc(OC)ccc23)[C@H]1CO	4	/	/	20	0.0	/	1	-2
CC(=O)Nc1ccc(NC(=O)CN2C(=O)NC3(CCCCCCC3)C2=O)cc1	8	/	-4	-3	0.0	-1	0	-7
CCCCn1nnnc1C(c1ccccc1)N1CCN(c2ccc(C(F)(F)F)cc2[N+](=O)[O-])CC1 (stereo not drawn)	/	-5	/	-2	0.0	/	1	-1
CCCC(=O)Nc1ccc2c(c1)C(=O)N(C)[C@H]1CC[C@H](CC(=O)NCc3ccccc3)O[C@@H]1CO2	-2	1	5	-6	-0.1	45	0	-4
Cc1[nH]c(=O)[nH]c(=O)c1S(=O)(=O)Nc1cccc([N+](=O)[O-])c1C	-1	0	1	-1	0.0	0	-2	-2
COCCNc1nc(Nc2ccc(Cl)cc2F)c2sccc2n1	/	/	-6	-3	-0.1	-2	-1	-19
CN(C)CC(=O)Nc1ccc2c(c1)[C@H]1C[C@@H](CC(=O)N(C)C)O[C@H](CO)[C@H]1O2	4	/	-1	-26	0.1	-5	0	3
Cc1ccc(C(=O)NNC(=O)/C=C\C(=O)O)cc1	-3	-5	-1	-2	-0.1	/	1	15
O=C(CCC1CCCN(C(=O)C2=CCCC2)C1)N1CCN(c2ccccn2)CC1 (stereo not drawn)	-9	-4	-4	-1	0.1	/	3	-33
CC1CC(CCC(=O)NC(=S)Nc2ccc(Cl)cn2)C(=O)O1 (stereo not drawn)	/	-4	/	-2	0.1	/	11	0
c1ccc2c(C3=NNC(=NC4CC4)SC3)c[nH]c2c1	3	/	/	/	0.0	-8	/	58*
Cc1cc(NC(=O)COC(=O)c2ccc(F)c(S(=O)(=O)N3CCOCC3)c2)no1	45	/	-6	/	/	1	/	-21
NC(=O)C1CCN(C(=O)CCC(=O)c2ccc(F)cc2)CC1	4	-1	9	-5	0.1	-1	-4	3

Sorted by the number under ERAP1 HTS inh (descending): some entries from above
SMILES,PGC1a acetyl inh,SIRT5 block,S100A4 MyoIIA,ERAP1 HTS inh,LGR2 inh
CC1CC(CCC(=O)NC(=S)Nc2ccc(Cl)cn2)C(=O)O1 (stereo not drawn),/,-4,-2,11,0
CN(C)CC(=O)Nc1ccc2c(c1)[C@H]1C[C@@H](CC(=O)N(C)C)O[C@H](CO)[C@H]1O2,4,/,-26,0,3
COCCNc1nc(Nc2ccc(Cl)cc2F)c2sccc2n1,/,/,-3,-1,-19

The list continues.
SMILES	PGC1a acetyl inh	SIRT5 block	C2C12 statin	S100A4 MyoIIA	Xi reactivation	Cneo AK release	ERAP1 HTS inh	LGR2 inh
COc1cc(/C=C/C(=O)OCC(=O)NC(=O)NC(C)(C)C)ccc1O	-7	4	-9	-1	0.2	-1	/	11
CCOc1ccc(CN=C(N)N=C(N)N)cc1Cl	9	/	17	/	/	1	/	37
CCCCCCCCOC(=O)c1nc(Cl)c(Cl)c(N)c1Cl	-1	/	/	-3	0.0	0	3	18
Cc1nonc1C(=O)N1CCCC(Nc2ccc(C(C)C)cc2)C1 (stereo not drawn)	-7	-2	-7	-4	0.0	0	-1	-16
CCCc1cc(=O)oc2cc(C)cc(OCC(=O)NCCCN3CCCC3=O)c12	-8	-17	4	0	0.3	-1	2	-11
Nc1ccc2c(c1)Cc1cc([N+](=O)[O-])ccc1-2	/	4	/	-1	8.2	/	-2	/
Cc1noc(C)c1NC(=O)N(C)C[C@@H]1OCCCC[C@H](C)Oc2ccc(NS(=O)(=O)c3ccccc3)cc2C(=O)N([C@@H](C)CO)C[C@H]1C	4	-1	/	10	0.0	-3	-3	-5
CC(C)c1ccc(OCC(=O)Nc2ccc(S(=O)(=O)Nc3ccccn3)cc2)cc1	/	-9	7	1	-0.1	36	-3	1
